PDI inh: blocks human protein disulfide isomerase activity. P07237. PDI insulin aggregation turbidity, A650, 90 min. inhibition, % at 10 µM. 350,000 tested, 0.052% active;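 active = mean inhibition across replicates of 30% or more, whatever share of single replicates reach that level; inconclusive = mean inhibition below 30% while every single replicate reaches 30%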;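 note: absorbance from insulin aggregation driven by PDI reduction with DTT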
Target sequence (P07237 whole entry, looked up): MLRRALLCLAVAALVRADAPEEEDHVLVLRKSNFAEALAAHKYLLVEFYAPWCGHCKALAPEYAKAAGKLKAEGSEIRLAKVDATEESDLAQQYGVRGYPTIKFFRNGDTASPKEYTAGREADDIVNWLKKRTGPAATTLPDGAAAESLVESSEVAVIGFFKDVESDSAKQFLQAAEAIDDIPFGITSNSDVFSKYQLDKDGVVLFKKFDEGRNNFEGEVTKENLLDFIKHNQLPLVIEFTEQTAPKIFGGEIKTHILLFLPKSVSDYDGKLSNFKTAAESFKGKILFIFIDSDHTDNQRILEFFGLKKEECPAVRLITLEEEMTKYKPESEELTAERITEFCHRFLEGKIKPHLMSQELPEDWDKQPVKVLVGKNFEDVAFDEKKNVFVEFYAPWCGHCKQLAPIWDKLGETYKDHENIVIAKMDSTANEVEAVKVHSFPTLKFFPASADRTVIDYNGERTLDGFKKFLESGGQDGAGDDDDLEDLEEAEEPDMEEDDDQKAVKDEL
CaV13 ICDI inh: Primary screen for inhibitors of IQ motif and Ca2+-dependent inactivation inhibitor domain binding in CACNA1D, Förster resonance energy transfer in living cells, …; HEK cells, CFP/YFP FRET ICDI-IQ, plate reader, 10 min; percent FRET-ratio fall versus neutral wells; inhibition, % at 12.3 µM; 340,000 tested, 0.098% active; AID 743397;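 active = mean replicate inhibition of at least 30% and at least 1% of replicates passing that level; inconclusive = only one of the two criteria is met; inactive = neither criterion is met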;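 note: 0% = median of the neutral control wells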
HIF-2a block: HIF-2a inhibition. 360,000 tested, 0.72% active. AID 624352. inhibition, % at 18.8 µM. 786-0 RCC cells HIF-2a reporter, luciferase luminescence, overnight;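 active = inhibition of the luminescence signal of 40% or more relative to plate controls, in a single-dose primary screen at 18.75 µM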
Vif imaging: inhibitors of HIV Vif | HEK293T cells, Vif self-association by quenched fluorescence, imaging, 24 h | 340,000 tested, 0.35% active | inhibition, % at 7.49 µM; in the data active = inhibition above about 50%, passing the limit was not always enough; inconclusive = no clear call, values can overlap the other calls; inactive = below about 31%; note: some results filed as inactive read as strong as hits
TRPM1 prom inh: MITF TRPM1 promoter inhibition in SK-MEL-5 cells | AID 488899 | SK-MEL-5 TRPM1 promoter luciferase, 24 h | inhibition, % at 12.5 µM | 330,000 tested, 0.83% active;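 active = mean inhibition across replicates of 60% or more, whatever share of single replicates reaches that level; inconclusive = some that reach 60%, reason not given; inactive = mean inhibition across replicates below 60%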; note: values of inactives mirror those of a sister screen read the other way
NR2E3 ag-1: agonists of human nuclear receptor NR2E3; inhibition of corepressor binding, % at 4.78 µM; GST-NR2E3/biotin-RetCOR TR-FRET, 1536-well; AID 2300; Q9Y5X4; 320,000 tested, 0.12% active;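 active = percent inhibition above the cutoff of mean plus 3 SD of all tested compounds, set per screening campaign, cut at about 20% in these data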;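 note: 0% = DMSO wells and 100% = biotin wells as full block of FRET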
Target sequence (Q9Y5X4 whole entry, looked up): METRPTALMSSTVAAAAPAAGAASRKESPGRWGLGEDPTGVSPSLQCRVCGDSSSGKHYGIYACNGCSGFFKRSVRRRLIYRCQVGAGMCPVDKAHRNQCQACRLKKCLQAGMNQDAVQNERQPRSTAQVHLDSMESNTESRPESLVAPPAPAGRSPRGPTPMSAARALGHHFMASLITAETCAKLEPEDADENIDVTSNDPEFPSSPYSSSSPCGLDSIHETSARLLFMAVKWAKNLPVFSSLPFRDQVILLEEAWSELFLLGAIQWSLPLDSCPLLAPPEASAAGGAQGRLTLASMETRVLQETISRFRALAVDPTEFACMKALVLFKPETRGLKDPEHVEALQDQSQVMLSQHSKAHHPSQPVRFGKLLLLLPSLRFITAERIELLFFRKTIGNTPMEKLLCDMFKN
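Assay system: NR2E3–RetCOR corepressor complex. Quantity: 1.35 nM GST-NR2E3. Buffer or medium: pH 7.5 Tris-based buffer. Reagent: biotinylated RetCOR corepressor at 7 nM final. Schedule: 5 h at 4 °C. Detection: TR-FRET, emission read at 617 and 671 nm. Replicates: one well per compound, singlicate testing.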
NR2E3 ag-2: agonists of human NR2E3 nuclear receptor. AID 602229. CHO-S Gal4-NCOR/VP16-NR2E3 two-hybrid, luciferase. 360,000 tested, 0.35% active. Q9Y5X4. inhibition of corepressor binding, % at 3.98 µM;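 active = inhibition above the mean of all tested compounds plus 3 SD, cut at about 70% in these data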;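 note: 0% = DMSO with NR2E3 transfected cells and 100% = cells lacking NR2E3 construct; higher means lower luciferase signal from less NR2E3 corepressor binding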
Peg3 promoter: Peg3 promoter activity inhibition; HeLa PEG-Prom luciferase reporter, luminescence, overnight; inhibition, % at 20 µM; 360,000 tested, 1.7% active; AID 588405;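 active = inhibition of at least 50% at 20 µM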
KKLEB tox: reduces viability of KKLEB cystic fibrosis airway cells | activity change (cytotoxicity), % at 5 µM | 360,000 tested, 0.36% active | KKLEB CF airway cells viability, ATPlite luminescence, overnight; active compounds read low; cells stimulated with P. aeruginosa culture filtrate;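 active = corrected activity change at or below -50% at 5 µM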
CF NFkB block: cystic fibrosis NF-kB activation inhibition | KKLEB NF-kB-GFP reporter, PAF-induced, GFP fluorescence overnight | inhibition, % at 5 µM | 360,000 tested, 0.86% active | AID 588850;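 active = at least 50% inhibition at 5 µM, scaled per plate between neutral and stimulator controls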;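 note: PAF is a Pseudomonas aeruginosa culture filtrate used as stimulus; plate controls were PAF-stimulated DMSO wells for no effect and unstimulated DMSO wells for full effect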
Shn3 3UTR inh: inhibitors of Schnurri-3 3'UTR reporter in osteoblasts | Clone20 osteoblast Shn3 3'UTR firefly luciferase, 24 h | inhibition, % at 12.5 µM | 360,000 tested, 0.52% active | AID 588674;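 active = mean inhibition of at least 75% with every replicate also reaching 75%; inconclusive = mean inhibition at least 75% but some replicate below; inactive = mean inhibition below 75%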;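 note: 0% = median of neutral control wells and 100% = pilot-screen positive control compound; some compounds past the cut are filed as inactive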
The depositor's hits bear a star; ? = inconclusive; nt = no result given.

#1 COc1cc2cnc(-c3ccsc3)c(-c3ccc(F)cc3)c2cc1OC
#2 COc1ccc2c(CN3CCN(c4ccccc4F)CC3)cc(=O)oc2c1
#3 COc1ccc(-c2cccc(NC(=O)COc3ccc(Cl)cc3)c2)nn1
#4 CCc1ccccc1NC(=O)Nc1cccn(Cc2ccccc2F)c1=O
#5 CCCCC(=O)NC(=S)NNC(=O)CC#N
#6 c1ccc(COc2cccc(CNn3cnnc3)c2)cc1
#7 CC1CCCN(C(=O)c2ccc(-c3ccccc3Cl)o2)C1 (configuration not stated)
#8 CCC(CC)C(=O)c1c[nH]c(C(=O)NCc2cccs2)c1
screen / no.	1	2	3	4	5	6	7	8
PDI inh	1	nt	-9	0	5	-4	2	-1
CaV13 ICDI inh	-5	-9	nt	-4	nt	-7	-5	11
HIF-2a block	9	-2	-24	1	9	-6	-224	8
Vif imaging	1	nt	-3	-1	10	-10	-3	?
TRPM1 prom inh	11	nt	-11	13	15	5	-140	5
NR2E3 ag-1	1	nt	2	2	2	0	1	1
NR2E3 ag-2	12	11	-45	19	-14	10	-110	-16
Peg3 promoter	37	-1	-26	7	2	6	-313	6
KKLEB tox	-6	-2	-6	9	2	-3	-14	4
CF NFkB block	13	-3	-31	-8	-4	4	37	-4
Shn3 3UTR inh	-18	12	-75	14	1	14	-129	20

#9 O=C1CCc2cc(S(=O)(=O)N3CCN(c4ccccc4F)CC3)ccc2N1
#10 O=C1c2oc3ccc(Cl)cc3c(=O)c2C(c2ccco2)N1CCN1CCOCC1 (configuration not stated)
#11 O=C(CCN1CCCCC1)Nc1ccc(F)c(F)c1
#12 C=CCn1c(CCCNC(=O)CCC)nc2ccccc21
#13 COc1ccc(C2CC(=O)C(C=NCCN3CCOCC3)=C(O)C2)cc1 (configuration not stated)
#14 O=C(N[C@@H](Cc1ccccc1)C(=O)N1CCN(S(=O)(=O)c2cccc(F)c2)CC1)c1ccco1
#15 Cc1ccc(C(=O)N2CCN(C(=O)C3CCCO3)CC2)cc1 (configuration not stated)
#16 Cc1cc(Br)cc(Cl)c1OC(=O)c1cnccn1
screen / no.	9	10	11	12	13	14	15	16
PDI inh	3	nt	-3	-2	0	5	-4	7
CaV13 ICDI inh	-10	3	-5	nt	nt	-5	-2	-5
HIF-2a block	-6	0	4	-3	13	14	12	10
Vif imaging	-5	21	2	nt	0	-11	-4	-6
TRPM1 prom inh	17	nt	nt	4	16	5	4	0
NR2E3 ag-1	2	4	nt	0	3	4	4	-1
NR2E3 ag-2	19	-4	11	-10	-8	-18	-19	-24
Peg3 promoter	20	-11	5	3	0	-4	12	4
KKLEB tox	2	4	7	1	-1	11	-8	2
CF NFkB block	-11	-10	3	-8	3	12	14	1
Shn3 3UTR inh	13	6	1	-2	-5	-8	-8	3

Complete entries as entered above:
Listed for `O=C(CCN1CCCCC1)Nc1ccc(F)c(F)c1` : PDI inh: -3; CaV13 ICDI inh: -5; HIF-2a block: 4; Vif imaging: 2; TRPM1 prom inh: nt; NR2E3 ag-1: nt; NR2E3 ag-2: 11; Peg3 promoter: 5; KKLEB tox: 7; CF NFkB block: 3; Shn3 3UTR inh: 1
Listed for `O=C(N[C@@H](Cc1ccccc1)C(=O)N1CCN(S(=O)(=O)c2cccc(F)c2)CC1)c1ccco1` : PDI inh: 5; CaV13 ICDI inh: -5; HIF-2a block: 14; Vif imaging: -11; TRPM1 prom inh: 5; NR2E3 ag-1: 4; NR2E3 ag-2: -18; Peg3 promoter: -4; KKLEB tox: 11; CF NFkB block: 12; Shn3 3UTR inh: -8
Listed for `O=C1c2oc3ccc(Cl)cc3c(=O)c2C(c2ccco2)N1CCN1CCOCC1` (configuration not stated) : PDI inh: nt; CaV13 ICDI inh: 3; HIF-2a block: 0; Vif imaging: 21; TRPM1 prom inh: nt; NR2E3 ag-1: 4; NR2E3 ag-2: -4; Peg3 promoter: -11; KKLEB tox: 4; CF NFkB block: -10; Shn3 3UTR inh: 6

Other records.
#17 CCOC(=O)c1cnc2ccc(OCC)cc2c1N1CCN(c2ccccc2)CC1
#18 CCN(CC)C(=O)c1ccccc1NS(C)(=O)=O
#19 O=C(CN1CCCC1)Nc1ccccc1Sc1ccc(Cl)cc1
#20 COc1ccc(/C=N/N=C2/C(=O)Nc3ccccc32)cc1O
#21 COc1cccc(OCC(=O)Nc2c3c(nn2-c2ccccc2)CS(=O)(=O)C3)c1
#22 O=C(c1ccc(NC(=O)C2(c3ccccc3)CCOCC2)cc1)N1CCOCC1
#23 CCN(CC(=O)Nc1ccc(N2CCOCC2)cc1)Cc1nc2ccccc2c(=O)[nH]1
#24 NC(=O)c1ccc(N=Cc2ccc([N+](=O)[O-])s2)cc1
screen / no.	17	18	19	20	21	22	23	24
PDI inh	-5	5	-2	1	0	12	2	-2
CaV13 ICDI inh	-5	-4	-6	-5	-7	-3	-3	-5
HIF-2a block	-3	3	18	-19	12	9	9	10
Vif imaging	-8	nt	7	-2	-5	-2	2	nt
TRPM1 prom inh	-4	4	-8	9	9	8	5	51
NR2E3 ag-1	-1	5	-2	-5	0	1	1	0
NR2E3 ag-2	-77	9	7	11	17	1	2	-18
Peg3 promoter	22	26	11	-21	0	5	8	47
KKLEB tox	11	-10	4	-5	9	12	-22	-13
CF NFkB block	15	12	0	-14	-26	2	30	22
Shn3 3UTR inh	3	-12	10	-26	14	9	12	58

#25 Cc1ccc(-c2nn(C(C)(C)C)c3ncnc(NS(=O)(=O)c4ccc([N+](=O)[O-])cc4)c23)cc1
#26 Cc1ccc(S(=O)(=O)N2[C@@H](c3ccc(Br)cc3)C(C(=O)O)=CC[C@H]2c2cccc(C)c2)cc1
#27 CSCCC(NC(N)=O)C(=O)N(C)CC(=O)Nc1ccc(C)cc1 (configuration not stated)
#28 CCOc1ccc(N2C(=O)CC(SCC(=O)O)C2=O)cc1 (configuration not stated)
#29 COc1ccc2cc(-c3ccsc3)ncc2c1
#30 Cc1ccccc1OCCn1cnc2cc([N+](=O)[O-])ccc2c1=O
#31 N#CCC(=O)N/N=C/c1c(-c2ccccc2)n(-c2ccccc2)c2ccccc12
#32 CCOC(=O)CCc1c(C)nc(SCCN2CCCC2)c(C#N)c1C
screen / no.	25	26	27	28	29	30	31	32
PDI inh	2	-4	13	0	1	1	9	0
CaV13 ICDI inh	-4	-5	nt	-5	-9	-3	-7	-3
HIF-2a block	21	10	20	18	-230	-17	30	17
Vif imaging	1	-6	8	-1	-5	4	-3	8
TRPM1 prom inh	6	6	-4	-1	62*	2	8	-23
NR2E3 ag-1	1	nt	5	-1	0	0	3	-3
NR2E3 ag-2	-14	-4	-7	-21	-84	-19	-15	-11
Peg3 promoter	24	-11	10	4	-303	-12	35	10
KKLEB tox	-11	4	5	3	-20	-2	-2	10
CF NFkB block	1	5	-3	-2	-1	-20	12	4
Shn3 3UTR inh	29	8	0	-2	-23	9	8	13

Arranged by value in CaV13 ICDI inh (high to low): 3 of the compounds above
#	compound	PDI inh	CaV13 ICDI inh	HIF-2a block	Vif imaging	TRPM1 prom inh	NR2E3 ag-1	NR2E3 ag-2	Peg3 promoter	CF NFkB block	Shn3 3UTR inh
25	Cc1ccc(-c2nn(C(C)(C)C)c3ncnc(NS(=O)(=O)c4ccc([N+](=O)[O-])cc4)c23)cc1	2	-4	21	1	6	1	-14	24	1	29
28	CCOc1ccc(N2C(=O)CC(SCC(=O)O)C2=O)cc1 (configuration not stated)	0	-5	18	-1	-1	-1	-21	4	-2	-2
31	N#CCC(=O)N/N=C/c1c(-c2ccccc2)n(-c2ccccc2)c2ccccc12	9	-7	30	-3	8	3	-15	35	12	8

Next entries follow.
#33 CCOC(=O)N/N=C1\CCc2ccccc21
#34 Cc1nc(SC(C(N)=O)c2ccccc2)c(C#N)c(C)c1C (configuration not stated)
#35 CC(C)CN1CCC(=O)N([C@H](CN=[N+]=[N-])Cc2ccccc2)CC1
#36 Cc1ccc(CN2CC(C(=O)NNC(=O)c3ccc(F)cc3)CC2=O)cc1 (configuration not stated)
#37 O=C1CSC(=O)N1CCOCCN1C(=O)CSC1=O
#38 Nc1nc(N2CCCCC2)c2ncn(C3OC(CO)C(O)C3O)c2n1 (configuration not stated)
#39 O=C(Nc1ccc2c(c1)OCCO2)c1ccccc1F
#40 COC(=O)COc1ccc(/C=C2/NC(=O)N(CC(=O)OC)C2=O)cc1
screen / no.	33	34	35	36	37	38	39	40
PDI inh	-1	13	-1	-12	3	-2	1	2
CaV13 ICDI inh	-4	-2	-5	-7	-5	-6	nt	-1
HIF-2a block	-159	-63	3	5	10	16	-52	12
Vif imaging	-9	0	nt	-2	-7	23	0	-3
TRPM1 prom inh	-20	nt	-8	2	1	nt	-3	15
NR2E3 ag-1	1	-1	4	-1	1	nt	-1	-1
NR2E3 ag-2	-52	-5	16	7	-13	-28	-184	1
Peg3 promoter	-148	-50	1	4	5	-15	-60	0
KKLEB tox	6	17	10	-22	4	5	-6	6
CF NFkB block	-20	-18	-26	1	-2	5	-14	5
Shn3 3UTR inh	-58	-9	-4	-9	-17	-10	-6	10

#41 N=c1c(S(=O)(=O)c2ccccc2)cc2c(=O)n3ccccc3nc2n1CCCN1CCOCC1
#42 CCc1cccc(NC(=O)Cn2cc3c(n2)CCCC3)c1
#43 CC(=O)Nc1ccc(NC(=O)CCn2c(=O)oc3ccccc32)cc1
#44 CCO[C@@H]1c2c(ccc3ccc(=O)oc23)OC(C)(C)[C@H]1O
#45 c1ccc2c(c1)nc1n2CC2CON(C3CCCCC3)C12 (configuration not stated)
screen / no.	41	42	43	44	45
PDI inh	-7	nt	20	-5	3
CaV13 ICDI inh	7	-2	nt	-10	-9
HIF-2a block	9	-11	10	-4	-23
Vif imaging	24	-2	?	-3	nt
TRPM1 prom inh	-20	4	4	-3	-2
NR2E3 ag-1	4	-3	2	2	4
NR2E3 ag-2	-4	-15	-9	-1	-2
Peg3 promoter	14	-7	-2	6	-11
KKLEB tox	1	-2	-12	-11	6
CF NFkB block	10	-16	8	8	-8
Shn3 3UTR inh	2	7	3	-27	1

Bioassay records from PubChem BioAssay.
